TrxR1 substrate: rat thioredoxin reductase 1 substrate activity; O89049; Potency, µM (series often up to 114 µM), for the others: at the highest dose activity change, negative = substrate turnover; purified TrxR1 substrate turnover, NADPH consumption readout; actives 0.01% (n = 390,000); AID 588456; note: potency is the fitted concentration of half-maximal effect; % is set by controls: 0 for no effect and ±100 for the full control effect; nearly all actives have a fitted effect of over 50% in size
Target sequence (O89049 whole entry, looked up): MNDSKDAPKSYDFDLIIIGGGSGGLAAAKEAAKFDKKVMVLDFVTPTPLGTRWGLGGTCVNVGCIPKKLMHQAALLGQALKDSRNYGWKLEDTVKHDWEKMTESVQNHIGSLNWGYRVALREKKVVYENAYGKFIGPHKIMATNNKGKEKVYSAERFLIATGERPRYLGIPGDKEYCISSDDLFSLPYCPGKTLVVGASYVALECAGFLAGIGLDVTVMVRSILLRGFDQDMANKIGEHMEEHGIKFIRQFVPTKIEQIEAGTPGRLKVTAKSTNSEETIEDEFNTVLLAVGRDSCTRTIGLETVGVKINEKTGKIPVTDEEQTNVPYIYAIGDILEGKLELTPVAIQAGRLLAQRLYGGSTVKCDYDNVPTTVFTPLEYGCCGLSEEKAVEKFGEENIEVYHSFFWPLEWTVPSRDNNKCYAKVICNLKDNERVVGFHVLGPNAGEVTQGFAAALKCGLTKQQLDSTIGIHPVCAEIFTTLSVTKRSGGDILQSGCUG
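Rat TrxR1, dispensed at 90 nM, was prereduced with 400 uM NADPH (final) for 5 min at ~22 deg C, then incubated with compound 15 min before 400 uM selenite. A first-read NADPH fluorescence drop versus no-compound background flagged substrates.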
USP1-UAF1 inh: blocks the human USP1/UAF1 deubiquitinase complex | O94782 | recombinant USP1/UAF1, Ub-Rhodamine cleavage fluorescence | Potency, µM (highest dose often 57.1 µM), inactives show at the top dose activity change, negative = inhibition, actives largely listed as inhibitors | actives 0.23% (n = 390,000); note: potency is the fitted concentration of half-maximal effect; % is set by controls: 0 for no effect and ±100 for the full control effect; nearly all actives have a fitted effect of over 60% in size; inactives centre near -12
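1 nM enzyme complex + cpd, 15 min RT; start with Ub-Rho 150nM final; kinetic fluorescence ex 480/em 540, 6 reads q60 s. Buffer 50mM HEPES pH 7.8, 0.5mM EDTA, 0.1 mg/ml BSA, 1mM TCEP, 0.01% Tween-20.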
TrxR1 inh: rat TrxR1 inhibition | recombinant rTrxR1, NADPH fluorescence consumption, selenite substrate | Potency, µM (top dose mostly 114 µM), for the others: at the highest dose activity change, negative = inhibition, hits mostly inhibitors | O89049 | AID 588453 | actives 1% (n = 390,000); note: potency is the fitted concentration of half-maximal effect; % is set by controls: 0 for no effect and ±100 for the full control effect; nearly all actives have a fitted effect of over 65% in size
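Rat TrxR1 (90 nM in the dispensed reagent) was pre-reduced with 400 uM NADPH for 5 min at room temperature, then incubated with compound for 15 min. After 400 uM selenite was added, NADPH fluorescence (Ex 340/Em 450 nm) was followed for 8 min.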
Glioma ERSR ind: ER stress response induction in glioma; AID 602332; U87-MG GRP78 promoter luciferase reporter, 16 h; actives 0.02% (n = 420,000); Potency, µM, inactives show top-dose activation, usual class: activators; note: potency is the fitted concentration of half-maximal effect; series mostly up to about 76 µM; % of control where 0% means no effect; nearly all actives have a fitted effect of over 35% in size
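Stably transfected U87-MG glioma cells carrying a GRP78-based luciferase sensor; 16 h compound incubation. Luminescence end-point read 10 min after Bright-Glo addition at room temperature.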
RGS4 inhibitor: human RGS4 inhibition; P49798; Transcreener GDP fluorescence polarization, RGS4-accelerated GTP hydrolysis; Potency, µM (titrated, usually from 114 µM), without a hit: top-dose activity change, negative = inhibition, actives largely listed as inhibitors; actives 0.039% (n = 390,000); note: potency is the fitted concentration of half-maximal effect; % is set by controls: 0 for no effect and ±100 for the full control effect; nearly all actives have a fitted effect of over 75% in size; some results filed as inactive show a strong effect at the top dose
Target sequence (P49798 whole entry, looked up): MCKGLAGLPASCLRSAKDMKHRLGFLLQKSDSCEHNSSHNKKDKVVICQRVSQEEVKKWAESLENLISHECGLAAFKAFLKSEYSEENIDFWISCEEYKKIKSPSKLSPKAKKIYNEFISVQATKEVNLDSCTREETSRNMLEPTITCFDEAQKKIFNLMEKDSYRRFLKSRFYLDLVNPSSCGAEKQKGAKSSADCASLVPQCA
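MLSMR compounds (23 nl, pin-transferred) preincubated 10 min at room temperature with a 500nM (2x) first reagent, then RGS4 at 900nM (2x) plus Transcreener GDP mix added; fluorescence polarization (620/688 nm) read before and after 90 min at 30 °C.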
Vif-APOBEC3G blk: inhibitors of Vif-APOBEC3G interaction. AID 602310. HeLa A3G-eYFP + Vif (tagged APOBEC3G with the HIV-1 protein that degrades it), YFP fluorescence, overnight. Potency, µM (titrated, usually from 46.1 µM), for inactives: at the highest dose activity, negative = active, most hits filed as inhibitors. actives 0.076% (n = 410,000). Q9HC16;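 note: potency is the fitted concentration of half-maximal effect; % is set by controls: 0 for no effect and ±100 for the full control effect; nearly all actives have a fitted effect of over 60% in size; hits raise eYFP signal because A3G escapes Vif-driven loss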
Target sequence (Q9HC16 whole entry, looked up): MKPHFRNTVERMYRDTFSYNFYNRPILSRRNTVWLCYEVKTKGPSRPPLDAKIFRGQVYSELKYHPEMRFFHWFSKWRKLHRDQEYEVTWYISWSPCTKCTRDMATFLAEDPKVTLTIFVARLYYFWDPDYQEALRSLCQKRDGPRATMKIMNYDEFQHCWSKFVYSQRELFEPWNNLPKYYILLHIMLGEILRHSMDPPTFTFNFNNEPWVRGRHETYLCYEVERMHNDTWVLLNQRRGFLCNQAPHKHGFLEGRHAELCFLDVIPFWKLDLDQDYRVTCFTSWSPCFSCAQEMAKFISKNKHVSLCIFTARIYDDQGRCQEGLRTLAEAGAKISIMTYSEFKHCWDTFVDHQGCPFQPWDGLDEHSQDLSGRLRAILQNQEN
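Read-out is eYFP fluorescence (Ex 488/Em 500-530) from Vif-expressing HeLa A3G-eYFP cells; more signal means A3G escaped Vif-mediated degradation. Cells plated overnight, compound pinned in, incubated overnight at 37 deg C.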
LDHA block: inhibitors of human lactate dehydrogenase A | P00338 | purified LDHA, NADH/diaphorase-resazurin fluorescence; hits give low values | activity change, % (values are at about 110 or 230 µM) | actives 0.15% (n = 480,000); in the data active = activity change below about -30%; inconclusive = mostly about -25% to -30%;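 note: plate controls were DMSO wells for no effect and wells without enzyme for full effect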
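Human LDH5 (2 nM) was incubated with 0.06 mM NADH and 0.2 mM pyruvate for 5 min at room temperature in Tris pH 7.4. Remaining NADH was coupled through diaphorase/resazurin, and resorufin fluorescence was read at 0 and 20 min.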
IDH1 R132H inh: human IDH1 R132H inhibition | O75874 | IDH1-R132H enzyme, NADPH consumption, diaphorase/resazurin fluorescence | Potency, µM (doses to about 76.6 µM), for inactives: at the highest dose activity change, negative = inhibition, hits mostly inhibitors | actives 0.093% (n = 390,000); note: potency is the fitted concentration of half-maximal effect; % is set by controls: 0 for no effect and ±100 for the full control effect; nearly all actives have a fitted effect of over 65% in size
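IDH1-R132H (0.5 ug/mL) preincubated 30 min with compound, then NADPH (0.016 mM) and alpha-KG (2 mM) added; 80 min at RT, pH 7.5. Remaining NADPH coupled via diaphorase/resazurin to fluorescence (540/590 nm); concentration-response curves normalized to no-enzyme control.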
Vif-APOBEC3F blk: blocks the Vif interaction with APOBEC3F. HeLa A3F-eYFP + Vif (tagged APOBEC3F with the HIV-1 protein that degrades it), YFP fluorescence increase. Potency, µM (titrated, usually from 46.1 µM), for the others: at the top dose activity, negative = active. actives 0.2% (n = 390,000). AID 602313; note: potency is the fitted concentration of half-maximal effect; % of control where 0% means no effect; nearly all actives have a fitted effect of over 65% in size
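Fluorescence increase (Ex 488/Em 500-530) after overnight compound treatment at 37 deg C flags inhibition of Vif-driven A3F-eYFP loss in stable HeLa A3F-eYFP/Vif cells seeded overnight beforehand.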
An asterisk follows results filed as active; ? = inconclusive; . = not tested or not shown; & = joins results of further samples; [ ] = dose if it differs, or a comment. Unless noted, calls come from the whole dose curve; as a rule, active = well fitted curve in the direction sought with a large enough effect; inconclusive = small, poorly fitted or top-dose-only effect, or another doubt; inactive = no such curve, though single readings can be large; an effect the other way counts as inactive or inconclusive. Not all compounds are listed; rates above refer to the full screens.

Compound	TrxR1 substrate	USP1-UAF1 inh	TrxR1 inh	Glioma ERSR ind	RGS4 inhibitor	Vif-APOBEC3G blk	LDHA block	IDH1 R132H inh	Vif-APOBEC3F blk
COc1cc(/C=N\NC(=O)CNC(=O)C(c2ccccc2)c2ccccc2)ccc1O	-2%	-14%	8%	-4%	6%	-10%	10	2%	-4%
CC1=CC(=O)C(C(C)C)=C/C1=N/OC(=O)c1cccc([N+](=O)[O-])c1	7%	-9%	13µM*	-1%	3%	-22%	7	0%	-4%
CN(C)S(=O)(=O)c1cccc(C(=O)Nc2ccccc2Cl)c1	2%	0%	21%	5%	-14%	2%	7	13%	-2%
COc1cccc(CN2C(=O)c3ccccc3Sc3ccc(C(=O)NCc4ccccc4)cc32)c1	3%	?	17%	1%	6%	-1%	0	-9%	1%
Cn1c(Cn2c(=O)sc3ccccc32)nnc1SCC(=O)N1CCCC1	10%[57.1 µM]	-4%	23%[57.1 µM]	-4%	1%	-1%	-10	8%	2%
C=CCNC(=O)c1n[nH]c2c1CC(C(C)(C)CC)CC2 (stereo unspecified)	-2%	?	4%	-4%	-12%	-1%	-10	-6%	-5%
CN(CC(=O)Nc1c(Cl)cccc1Cl)C(=O)Cc1ccsc1	6%	-9%	15%	-4%	-13%	1%	-9	3%	-13%
CC(C)c1ccc(C(=O)C[N+]2(C)CCOCC2)cc1	15%	.	24%	-3%	.	-3%	.	.	.
COc1c2ccoc2c(OC(C)=O)c2oc(C)cc(=O)c12	-7%	-2%	12%	-6%	9%	4%	3	-2%	0%
CN1CCN(Cc2nc(-c3cccs3)no2)CC1c1ccccc1 (stereo unspecified)	3%	-15%	17%	0%	9%	-8%	-4	5%	2%
Cc1cnc(NC(=O)CSc2nnc3ncccn23)s1	-13%	-6%	5%[57.1 µM]	0%	-11%	-1%	-5	-3%	-20%
COc1ccc2c(c1)C(=O)Nc1cc(Cl)ccc1N2	3%[57.1 µM]	5%	6%[57.1 µM]	-6%	7%	-2%	-6	2%	0%
COc1ccc(CN(CC(=O)NC2CCCC2)C(=O)CCC(=O)Nc2nc(C)cs2)cc1	3%	0%	33%	-3%	-11%	2%	-7	-10%	-4%
Cc1ccc(CN2CCC(C(=O)NCCC(C)C)CC2)o1	21%	-17%	-19%	-3%	-30%	1%	1	3%	0%
CC1CN(C(=O)COC(=O)c2ccc(Cl)nc2)CC(C)O1 (stereo unspecified)	13%[57.1 µM]	-9%	28%[57.1 µM]	-1%	30%	0%	-13	-5%	-2%
Cc1nn(-c2ccccc2)cc1/C=N/NC(=O)c1cccs1	10%	-9%	13%	4%	20%	3%	-13	-12%	-9%
CSc1nc(N(C)C)nc(N(C)C#N)n1	6%	-13%	33%	1%	26%	-4%	1	1%	5%
CC(C)CCNC(=O)C1CC(c2cccc([N+](=O)[O-])c2)=NO1 (stereo unspecified)	-1%	-14%	18%	-4%	29%	2%	0	3%	0%
COc1cccc(NS(=O)(=O)c2ccc3c(c2)CCN3C(C)=O)c1	11%	-21%	10%[57.1 µM]	-4%	-4%	3%	3	0%	-16%
Nc1ccccc1SCc1cn2cccnc2n1	-3%	-17%	22%	-4%	-34%	5%	-5	-7%	3%
O=C(NCCCn1ccnc1)C(Cc1ccccc1)N1C(=O)c2ccccc2C1=O (stereo unspecified)	-6%	-5%	-6%	-3%	1%	0%	-7	3%	4%
CCOC(=O)c1cnc(-c2ccccc2)nc1Oc1ccc(OC)cc1	-3%	-19%	5%	-3%	-14%	5%	1	12%	1%
COc1cc(NC(=O)CN2C(=O)NC(c3ccccc3)(c3ccccc3)C2=O)cc(OC)c1	-1%	-12%	37%	-3%	22%	-2%	-5	-13%	-3%
Nc1nc(N2CCCCC2)nc(N2CCCCC2)n1	-3%	-16%	-5%	1%	1%	4%	-4	2%	2%
COc1ccc(Cc2nnc(NS(=O)(=O)c3ccc(NC(C)=O)cc3)s2)cc1	-2%	-5%	1%	-4%	-1%	-5%	2	0%	-1%
Cc1c(C(=O)Nc2ccccc2)cn2c(nc3ccccc32)c1C#N	15%	-6%	18%[57.1 µM]	-3%	1%	-1%	-11	1%	-1%
CCN(c1ccccc1)c1cc2ccccc2c(=O)[nH]1	176%[activator]	25µM*	22%	-2%	?	-9%	18	6%	0%
COc1ccc(CNC(=O)CN2C(=O)COc3ccc(S(=O)(=O)N4CCOCC4)cc32)cc1	8%&-5%	?	23%&2%	-3%&-3%	23%&12%	1%&4%	-2&-23	-5%&-15%	0%&3%
COc1ccc(S(=O)(=O)Nc2c(C)n(C)n(-c3ccccc3)c2=O)cc1Br	10%&6%	-21%&-9%	26%&14%	-2%&1%	6%&15%	-5%&-7%	-2&-3	4%&-3%	0%&2%
CCOc1ccccc1C(=O)NN1C(=O)C2CCCCC2C1=O (stereo unspecified)	-5%	-3%	-5%	-1%	-1%	0%	-1	0%	-2%
CCOc1ccc(C2NC(=S)NC3=C2CCc2ccccc23)cc1 (stereo unspecified)	-15%[57.1 µM]	-22%	26%[57.1 µM]	4%	-52%	-13%	14	14%	4%
Cc1cccc2cc(CN(Cc3cccs3)C3(c4nnnn4C4CCCC4)CCCC3)c(=O)[nH]c12	8%[57.1 µM]	-13%	16%[57.1 µM]	-4%	7%	2%	-1	1%	2%
COc1ccc(-c2nn(-c3ccccc3)cc2/C=N/NC(=O)c2ccc(Br)o2)cc1	10%[57.1 µM]	-10%	0%[57.1 µM]	2%	-2%[11.4 µM]	-9%	0	-3%	8%
CCOC(=O)Cc1csc(NC(=O)Cc2ccc(Cl)cc2)n1	-1%	-5%	6%	1%	7%	-3%	-1	-4%	4%
CCCC(=O)NC(c1ccccc1)c1ccc2cccnc2c1O (stereo unspecified)	1%	-25%	9%	-1%	-24%[56.9 µM]	?	9	-12%	-6%
COc1cc(CNC(C)C23CC4CC(CC(C4)C2)C3)cc(OC)c1OC (stereo unspecified)	11%[57.1 µM]	-3%	14%[57.1 µM]	-1%	17%	6%	-9	-7%	-9%

Look-ups from above:
Result of `CCOc1ccc(C2NC(=S)NC3=C2CCc2ccccc23)cc1` (stereo unspecified) in Vif-APOBEC3G blk: -13%
Result of `COc1ccc(CNC(=O)CN2C(=O)COc3ccc(S(=O)(=O)N4CCOCC4)cc32)cc1` in IDH1 R132H inh: -5%&-15%

(list continues)
Compound	TrxR1 substrate	USP1-UAF1 inh	TrxR1 inh	Glioma ERSR ind	RGS4 inhibitor	Vif-APOBEC3G blk	LDHA block	IDH1 R132H inh	Vif-APOBEC3F blk
Cc1cccc(C(=O)Nc2ccc(O)c3c(=O)cc(-c4ccccc4Cl)oc23)c1	-2%	-15%	-12%	-4%&-5%	-40%&-12%	0%&0%	-10	-19%	1%
CCOC(=O)c1ccc(NC(=O)CN2C(=O)C3C4C=CC(C4)C3C2=O)cc1 (stereo unspecified)	-4%	-26%	6%	-1%	-11%	-6%	1	4%	3%
CNC(=O)[C@@H]1C[C@H]1[C@@H](NC(=O)CNC(=O)OCc1ccccc1)c1ccccc1	7%	-6%	19%	3%	4%	0%	-7	-11%	-8%
CCCCN(C(=S)SC)C1CCS(=O)(=O)C1 (stereo unspecified)	2%	?	12%[57.1 µM]	3%	-19%	0%	-12	26%	7%
COc1cc(OC)cc(C(=O)NNC(=O)c2ccccc2Br)c1	-1%	-10%	-6%	1%	28%	-1%	1	5%	-3%
CCOc1ccc(-c2cc(C(=O)NN)[nH]n2)cc1	5%	-13%	6%	-4%	-12%	-5%	-5	-3%	-6%
O=[N+]([O-])c1cc(Cl)ccc1N1CCCC1	-1%	-11%	29%	-6%	1%	-8%	2	8%	6%
COc1cc(S(C)=O)ccc1-c1nc2ncccc2[nH]1 (stereo unspecified)	143%[activator]	-29%	-23%	2%&0%&-4%	-10%	0%	-2	19%	-6%
Cc1nc2ccc(NC(=O)CSc3ccccc3)cc2s1	-2%	-16%	22%	-1%	28%	-1%	-4	-5%	1%
COc1ccccc1-c1ccc(NC2CCCCC2)nn1	9%	-16%	-1%	5%	13%	2%	0	-2%	-3%
CC(C)CC(=O)c1c[nH]c(C(=O)NCCCn2ccnc2)c1	-7%	-10%	-15%	-4%	11%	-1%	0	2%	3%
CCCC(=O)Nc1nn(CC)c2nc3ccc(C)cc3cc12	4%[57.1 µM]	-18%	4%[57.1 µM]	-5%	-10%	0%	-5	-1%	0%
CCS(=O)(=O)N1CC(=O)N(c2cc(C)ccc2C)C(C)(C(=O)NC2CCCCC2)C1 (stereo unspecified)	-3%	-3%	11%	-3%	-14%	0%	-9	2%	7%
Clc1ccc(-c2nc3cc(CN4CCCCC4)ccc3o2)cc1	-3%	-22%	-21%	6%	0%	-8%	-12	-7%	-4%
CC(C)N(C(=O)CSc1nnc(CNc2ccc(F)cc2)o1)C(C)C	-8%	-21%	-16%	-4%	17%	1%	-3	2%	-16%

Bioassay records (PubChem BioAssay)
